Screens (PubChem)
PglD inh – PglD (C. jejuni) enzyme inhibition; AID 602405; purified PglD enzyme, DTNB colorimetric CoA detection; actives 0.098% (n = 360,000); inhibition, % at 12.5 µM; in the data active = inhibition above about 16%, passing the limit was not always enough; also: strong numbers were not always called active
PAX8 reporter – inhibitors of PAX8 transcriptional activity in RMG-I cells; AID 652154; actives 1.2% (n = 360,000); inhibition, % at 12.6 µM; RMG-I TPO-luciferase reporter, SteadyGlo, 24 h;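 active = mean replicate inhibition at least 60% with every replicate also reaching 60%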;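 also: luciferase light reporting Pax8 driven TPO promoter activity; plate controls were median of neutral control wells for no effect and mitoxantrone controls for full effect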
LGR2 inh – blocks bursicon-induced cAMP signaling via Drosophila LGR2; HEK293 LGR2, CRE-luciferase, bursicon-stimulated, 4 h; inhibition, % at 9.99 µM; actives 0.35% (n = 380,000);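 active = drop in luminescence signal, shown as inhibition above about 50% in the replicate tests, limit read from the data, passing the limit was not always enough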;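 also: agonist challenge used bursicon conditioned medium at about half maximal strength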
Cneo AK release – causes C. neoformans cell lysis | adenylate kinase release luminescence, 4 h; normalised: neutral wells 0, clomiphene wells 100 | lysis activity, % at 15 µM | actives 0.2% (n = 360,000);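 active = mean lysis activity across replicates of at least 80%, whatever share of replicates individually reach that level; inactive = mean lysis activity below 80%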
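Test system: log-phase Cryptococcus neoformans yeast cells; Quantity: yeast cell density of 5 × 10^6 cells/mL; Buffer or medium: YPD; Doses: single compound concentration per well; Timing: 4 h at 37 °C static, read 1 h later; Measured by: AK luminescence; Read-out basis: lysis from increased AK signal; Control set: Clomiphene as positive control.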
C2C12 statin – suppressors of simvastatin-induced myotoxicity in C2C12 myotubes. ATP luminescence, 48 h; scaled: DMSO 0, geranylgeraniol control 100. rescue of ATP level, % at 7.49 µM. actives 0.78% (n = 330,000);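 active = mean ATP rescue above about 67%, or every replicate alone reaching that limit, limit read from the data, passing the limit was not always enough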;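 also: myotubes were challenged with 10 µM simvastatin during compound exposure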
ARNT-TACC3 inh – disrupts binding between human ARNT and TACC3 | inhibition, % at 9.99 µM | AlphaScreen His-ARNT PAS-B/GST-TACC3 binding, luminescence; TACC3 fragment carries E629A point mutation | AID 623870 | actives 0.66% (n = 390,000);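 active = mean inhibition of replicates at least 50% and at least half of replicates each reaching 50%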;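 also: 0% = complete ARNT plus TACC3 wells and 100% = ARNT alone without TACC3; many hits fall short of the cut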
INS-1E GSIS act – GLuc luminescence reporter in INS-1E cells, primary screen for activators of glucose-dependent secretion of insulin; INS-1E GLuc reporter insulin secretion, 2-3 h; activation, % at 16.6 µM; actives 0.61% (n = 370,000);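 active = lowest replicate activation of at least 40%, so every replicate reaches that level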;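 also: 0% = median of neutral control wells and 100% = median of IBMX positive control wells; some compounds called inactive have numbers as strong as hits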
PGC1a acetyl inh – PGC1a acetylation modulation, inhibitor mode. U2OS PGC1a acetylation, AlphaScreen anti-acetyl-lysine; with virally co-expressed GCN5 acetyltransferase. inhibition, % at 15.6 µM. actives 0.17% (n = 350,000);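 active = every replicate shows inhibition of at least 40%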;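 also: 0% = neutral control wells and 100% = positive control wells; some results beyond the cut were filed as inactive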
Starred values were filed as active, the others as inactive; . = no result given; & = joins results of further samples.

Value order – PglD inh	PAX8 reporter	LGR2 inh	Cneo AK release	C2C12 statin	ARNT-TACC3 inh	INS-1E GSIS act	PGC1a acetyl inh
COc1ccc(NC(=O)N(C)C[C@H]2OCCCC[C@@H](C)Oc3ccc(NC(=O)NC(C)C)cc3C(=O)N([C@@H](C)CO)C[C@H]2C)cc1
    1	-8	14	-3	.	-4	7	-2
C[C@@H]1CCCCO[C@@H](CN(C)C(=O)c2ccncc2)[C@@H](C)CN([C@@H](C)CO)C(=O)c2cc(NS(=O)(=O)c3ccc(Cl)cc3)ccc2O1
    -14	-21	14	-4	.	-4	1	3
CC1(C)C2CCC1(C)C(NC1=NCCC1)C2 (stereo unspecified)
    -2	-5	.	2	.	3	.	-1
CCNC(=O)C1CCCN(C(=O)c2ccc(N(C)C)cc2)CC1 (stereo unspecified)
    4	-2	3	13	15	.	.	6
CCN(CC(=O)Nc1ccc2c(c1)OCCO2)C(=O)/C=C/c1cccc(OC)c1OC
    -4	-48	-39	0	1	10	12	.
CC[C@]12c3[nH]c4cc(CCC(=O)N(C)C)ccc4c3CCN1C(=O)[C@@H](CC(=O)NC(C)(C)C)C[C@@H]2C(=O)N1CCN(C(=O)C2CC2)CC1
    0	-15	1	-1	8	-5	4	.
CN1C[C@H]2[C@@H](c3ccccc31)[C@@H](CO)N2C(=O)c1ccccn1
    0	-90	-28	-3	-11	10	5	4
CC(C)Oc1cc(F)ccc1-c1cc(C(=O)Nc2ccccc2)[nH]n1
    -1	-23	-46	0	0	.	-14	-6
Cc1coc2c1c(C)cc1oc(=O)c(CC(=O)N[C@H](C(=O)O)C(C)C)c(C)c12
    -3	2	-15	-4	-3	1	6	10
CC(C)CC(=O)O/N=C1\C(=O)N(c2ccccc2)c2ccccc21
    4	.	-25	1	-9	-4	-28	-51
Cc1ccc(CNC(=O)c2nnn(CC(=O)Nc3cccc(C)c3C)c2N)cc1
    0	-1	10	1	1	4	8	7
CCC(=O)OCC(=O)N=c1sccn1Cc1ccc(C)cc1
    3	9	-3	0	-1	.	3	.
Fc1cccc(Cc2noc(CN3CCOCC3)n2)c1
    .	3	-4	.	-4	1	12	.
CC(=O)n1cc([C@H]2C=C(C(=O)N3CCN(Cc4ccc5c(c4)OCO5)CC3)O[C@@H](OCc3ccc(CO)cc3)C2)c2ccccc21
    0&0	34&56	6	-6&0	-7	18&2	-6	10&2
CCC(=O)N1[C@@H]2c3ccc(C4=CCCCC4)c(=O)n3C[C@@H]2[C@@H](CO)[C@@H]1C(=O)Nc1nccs1
    1	0	2	0	11	-7	12	.

Carrying on:
Value order – PglD inh	PAX8 reporter	LGR2 inh	Cneo AK release	C2C12 statin	ARNT-TACC3 inh	INS-1E GSIS act	PGC1a acetyl inh
COCC(=O)N1C[C@@H](C)[C@H](OC)CN(C)C(=O)c2cc(NC(=O)c3ccc(-c4ccccc4)cc3)ccc2OC[C@H]1C
    3	22	5	0	1	3	16	-5
COc1ccc(S(=O)(=O)N2CC[C@@H]3[C@@H](CO)Nc4ccc(-c5cccc(C#N)c5)cc4[C@@H]32)cc1
    1	33	-11	43	-46	-2	12	-20
COc1ccc(N(CC(=O)N2CCN(c3cccc(C)c3C)CC2)S(=O)(=O)c2c(C)noc2C)cc1
    4	27	6	0	-5	3	-31	-2
CC1CC(C)(C)NC(=S)N1CCCC(=O)Nc1ccc(F)cc1 (stereo unspecified)
    3	3	9	3	.	-2	-4	17
COc1ccc(C)cc1S(=O)(=O)Nc1cc2c3c(c1)C(C)C(=O)N3CCC2 (stereo unspecified)
    0	5	9	0	9	-2	4	1
CN(C)CCOCCOc1ccccc1-c1ccccc1
    4	.	-13	1	-2	-21	17	0
COc1cnc(-c2ccccc2)c(-c2ccccc2)n1
    0	-9	-6	-5	-2	-1	25	-7
O=C(Cc1ccccc1)Nc1cccc(-c2nnc(-c3ccco3)o2)c1
    6	.	-6	-1	5	-2	2	-17
COc1ccc(NC(=O)c2cnc(SC)n2-c2ccc(F)cc2)c(OC)c1
    -4	16	6	0	8	11	5	8
CN(C)C(CNC(=S)Nc1cccc(Cl)c1)c1cccnc1 (stereo unspecified)
    .	-6	8	.	.	4	6	.
CC(C)C(C(=O)NCC1CCCO1)N(Cc1ccco1)C(=O)CNS(=O)(=O)c1ccc(F)cc1 (stereo unspecified)
    0	.	.	-4	-1	2	.	10
O=C(c1ccc2c(c1)OCO2)N1CCN=C1SCc1cccnc1
    -6	15	-2	-3	-6	-18	7	2
C[C@H]1CN([C@@H](C)CO)C(=O)Cc2cc(NC(=O)C3CCCCC3)ccc2O[C@@H]1CN(C)Cc1ccc(C(=O)O)cc1
    0	-11	2	7	4	-6	16	11
CCOC(=O)c1ccccc1NC(=O)C1CC(=O)N(C2CCCC2)C1 (stereo unspecified)
    -2	1	-36	2	37	0	11	-1
Cc1cccc2cc(C#N)c(NCCCNS(=O)(=O)c3ccc(Cl)cc3)nc12
    1	13	3	0	.	5	-2	-18

Carrying on:
Value order – PglD inh	PAX8 reporter	LGR2 inh	Cneo AK release	C2C12 statin	ARNT-TACC3 inh	INS-1E GSIS act	PGC1a acetyl inh
C[C@H]1CN([C@@H](C)CO)C(=O)Cc2cc(NC(=O)Nc3ccc4c(c3)OCO4)ccc2O[C@@H]1CN(C)C(=O)Nc1ccc(C(F)(F)F)cc1
    1	-1	-4	-1	3	-2	-3	-7
COc1ccc(NC(=O)Nc2ccc3c(c2)C(=O)N([C@H](C)CO)C[C@H](C)[C@H](CN(C)S(=O)(=O)c2ccc(OC)cc2)OCCCC[C@@H](C)O3)cc1
    2	18	2	0	.	-5	30	-7
CCOC(=O)c1ccccc1NC(=O)Cn1cnc2c1c(=O)n(C)c(=O)n2C
    1	.	.	-1	-13	-4	.	-2
C[C@@H]1CN([C@@H](C)CO)C(=O)c2cc(-c3cccnc3)cnc2O[C@H]1CN(C)C(=O)c1ccccc1F
    -3	.	2	-2	-2	-6	25	-1
CC(=O)Nc1ccc(C(=O)N2CCCC(c3cc(C(=O)NCc4cccnc4)no3)C2)cc1 (stereo unspecified)
    -2	-22	-1	-3	-3	.	-14	14
CN=c1scc(C)n1/N=C/c1ccc(O)cc1
    -10	.	.	-10	-6	11	.	0
CCOc1ccc(CN(C)C(=O)c2cccnc2SC)cc1OC
    2	-3	-8	4	7	-6	22	.
C[C@@H]1CN([C@H](C)CO)S(=O)(=O)c2ccc(C#CCN(C)C)cc2O[C@H]1CN(C)CC1CCCC1
    4	.	-5	-1	-29	7	14	-16
CC(=O)Nc1cncc(-c2ccc(CN(C)C)cc2)n1
    -5	4	-1	0	0	.	1	.
CC(C)NC(=O)N(C)C[C@@H]1Oc2ncc(-c3cncnc3)cc2C(=O)N([C@H](C)CO)C[C@@H]1C
    -1	-30	-4	2	-1	-1	4	3
CCCOc1ccc(-c2c(C(=O)N/N=C/c3ccc(OCC)cc3)nnn2-c2nonc2N)cc1
    -1	-7	-5	0	13	-1	-1	16
O=S1(=O)N[C@@H](CC2=CCCCC2)C2CCCCC2O1 (stereo partly specified)
    1	-8	2	0	-9	.	-7	-20
Cc1cc(C)cc(NC(=O)COC(=O)CCn2c(C)csc2=O)c1
    0	-7	-2	16	-1	-2	11	1
CCN(CC(=O)Nc1ccc(C)c(F)c1)CC(=O)NC(C)C
    1	1	9	7	-2	20	-6	-2
Cc1nc(N/N=C/c2ccccc2)nc(N(C)c2ccccc2)c1[N+](=O)[O-]
    -2	19	.	-2	-40	-1	.	6

Following part.
Value order – PglD inh	PAX8 reporter	LGR2 inh	Cneo AK release	C2C12 statin	ARNT-TACC3 inh	INS-1E GSIS act	PGC1a acetyl inh
COc1ccc(Br)cc1CN(C)CC(=O)NCc1ccc(F)cc1
    3	9	-7	0	16	-16	-26	-14
NC(N)=NS(=O)(=O)c1ccc(NC(=S)NC(=O)/C=C/c2ccco2)cc1
    -9	14	15	4	13	.	11	0
COc1ccc(C(C#N)N2N=C(c3ccccc3)CC2c2ccccc2)cc1OC (stereo unspecified)
    .	-18	-60	.	.	-5	-31	.
CCn1c(=O)c(C(=O)CN2CC(C)OC(C)C2)c(N)n(Cc2ccccc2)c1=O (stereo unspecified)
    .	4	.	11	4	-7	.	5
CNC[C@@H]1Oc2ccc(NS(=O)(=O)c3ccccc3)cc2CC(=O)N([C@H](C)CO)C[C@H]1C
    0	-6	10	0	-31	-9	-11	5
O=C(O)CCNc1cc(N2CCN(C(=O)c3ccco3)CC2)c2noc3c2c1C(=O)c1ccccc1-3
    1	30	-2	-2	-23	53*	-8	.
Cc1nn(CC(=O)NCCc2cccs2)c(=O)c2cc3ccccc3n12
    -4	30	-5	0	16	0	15	-9
CN(C(=O)CCN1C(=O)S/C(=C\c2ccccc2)C1=O)C1CCS(=O)(=O)C1 (stereo unspecified)
    -7	-6	7	1	0	-13	-3	7
Cn1c(SCC(=O)Nc2ccc(C(N)=O)cc2)nnc1-c1cccs1
    6	-1	10	0	12	-3	0	.
CCOc1ccc(NC(=O)CSC(N)=O)cc1
    -3	.	.	-1	.	0	.	0
CCOc1ccc(OCCC(=O)OCC(=O)NCc2ccccc2)cc1
    -6	2	-2	5	7	.	21	.
COc1ccc2[nH]c3ccccc3c2c1
    -3	.	.	3	-7	4	.	1
CCc1ccccc1NC(=O)CSc1ncn[nH]1
    5	.	3	6	20	-13	9	4
O=C(c1ccccc1F)N1CC[C@@H]2[C@H]1c1cc(C#Cc3ccc(F)cc3)ccc1N[C@@H]2CO
    -2	-20	-6	11	18	-6	-30	10
O=C(CCCC1=NS(=O)(=O)c2ccccc2N1)OCc1ccc(Cl)cc1
    -2	9	16	1	12	4	-27	6

Part of the list above in a different format:
CCOC(=O)c1ccccc1NC(=O)Cn1cnc2c1c(=O)n(C)c(=O)n2C
- PglD inh: 1
- PAX8 reporter: .
- LGR2 inh: .
- Cneo AK release: -1
- C2C12 statin: -13
- ARNT-TACC3 inh: -4
- INS-1E GSIS act: .
- PGC1a acetyl inh: -2

CC(C)CC(=O)O/N=C1\C(=O)N(c2ccccc2)c2ccccc21
- PglD inh: 4
- PAX8 reporter: .
- LGR2 inh: -25
- Cneo AK release: 1
- C2C12 statin: -9
- ARNT-TACC3 inh: -4
- INS-1E GSIS act: -28
- PGC1a acetyl inh: -51

Other entries follow.
Value order – PglD inh	PAX8 reporter	LGR2 inh	Cneo AK release	C2C12 statin	ARNT-TACC3 inh	INS-1E GSIS act	PGC1a acetyl inh
CC(=O)Nc1cccc(NC(=O)CCCC(=O)O)c1
    -2	-90	.	3	3	0	.	-19
CCC(=O)NC(=S)Nc1ccc(Cl)cn1
    -4	.	.	12	8	3	.	7
CN1N=C(C(=O)N=c2sc3ccccc3n2C)CCC1=O
    .	-20	7	.	2	8	3	1
CCC1(c2ccccc2)NC(=O)N(CC(=O)N(C)CC(=O)Nc2c(C)cccc2C)C1=O (stereo unspecified)
    6	9	20	-3	0	-3	-1	-2
CCOC(=O)/C(C#N)=C/Nc1ccsc1C(C)=O
    .	-14	-23	.	.	-2	3	.
CCOc1ccc(CCNC(=O)COC(=O)c2ccc(OC)c(OC)c2OC)cc1OCC
    5	8	-3	-3	15	1	19	10
CCOc1ccc(CC(=O)NNC(=S)NC2CCCCC2)cc1OCC
    -1	.	.	-3	2	.	.	-11
CC(C)C#Cc1ccc2c(c1)O[C@H](CN(C)C(=O)Nc1ccccc1)[C@H](C)CN([C@H](C)CO)S2(=O)=O
    -2	9	0	-7	25	20	-25	18
C[C@@H]1CN([C@@H](C)CO)C(=O)c2cc(NS(=O)(=O)c3ccc(F)cc3)ccc2O[C@@H](C)CCCCO[C@@H]1CN(C)C(=O)Nc1ccc(F)cc1
    -5	1	2	3	.	13	-10	3
CCOC(=O)CSC1=C(C#N)C(=O)NC(c2ccc(OC)cc2)S1 (stereo unspecified)
    2	-9	.	2	10	3	.	-9
COc1ccc(CCn2nnc(-c3ccc(NC(C)=O)c(Cl)c3)n2)cc1
    0	.	.	12	.	-7	81*	.
